# ELG1 genotox: inducers of genotoxicity in HEK293T ELG1-luciferase cells | AID 504466 | 1.3% of 330,000 active | HEK293T ELG1-luciferase reporter, luminescence, 16 h | Potency, µM (series often up to 46 µM), without a hit: top-dose activity change, positive = activation, most hits filed as activators; note: potency is the fitted concentration of half-maximal effect; % of control where 0% means no effect; nearly all actives have a fitted effect of over 60% in size
#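 Quantitative HTS format in 1536-well plates. HEK293T ELG1-luciferase reporter cells receive test compound and are incubated 16 hr at 37 °C, 5% CO2; ONE-Glo added, 30 min room temperature, then luminescence read.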
# p53 reactivation: re-activators of mutant p53; AID 504706; Potency, µM (titrated, usually from 92.2 µM), for the others: at the top dose activity change, positive = activation, usual class: activators; 0.063% of 320,000 active; H1299 p53-A138V BP100-luciferase reporter, luminescence, 24 h; note: potency is the fitted concentration of half-maximal effect; % of control where 0% means no effect; nearly all actives have a fitted effect of over 45% in size
#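 H1299 (p53-null), stable ts p53-A138V + BP100-Luc; 1000 cells/well, Opti-MEM/10% FBS; cpd 4 pt, 1:5; 24 h, 37 deg C, 5% CO2; detection reagent 10 min RT; luminescence.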
# Gal4-VP16 FLuc: counter-screen for ROR gamma inhibitors: Gal4-VP16 reporter. AID 2546. 3.5% of 310,000 active. Drosophila S2 Gal4-VP16 UAS-luciferase, luminescence, 20 h. Potency, µM (doses to about 53.6 µM), without a hit: top-dose activity, negative = inhibition, most hits filed as inhibitors;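 note: Gal4-VP16 expression switched on by copper sulfate through the metallothionein promoter; potency is the fitted concentration of half-maximal effect; % is set by controls: 0 for no effect and ±100 for the full control effect; nearly all actives have a fitted effect of over 50% in size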
# Menin-MLL TR inh: inhibitors of human menin-MLL interaction, mutant MLL peptide; O00255; Menin + Texas Red MLL mutant peptide, fluorescence polarization; Potency, µM (series often up to 61.6 µM), for inactives: at the top dose FP activity change, negative = inhibition, most hits filed as inhibitors; 0.23% of 270,000 active; active = well fitted inhibition curve with a large enough effect in the polarisation, with a control signal flat, not every such curve was filed as active; inconclusive = small, poorly fitted or top-dose-only effect, or effect the other way, or a change in a side signal; inactive = no such curve, though single readings can be large or run the other way; the % refers to the polarisation; note: potency is the fitted concentration of half-maximal effect; % of control where 0% means no effect; many of its hits are not listed in these tables
# Rab9 promoter act: activators of Rab9 promoter. 2.8% of 320,000 active. Potency, µM (highest dose often 9.22 µM), for inactives: top-dose activation, negative = inhibition, hits mostly activators. Huh7 Rab9 promoter-luciferase reporter, luminescence, 24 h. AID 485297; note: potency is the fitted concentration of half-maximal effect; % of control where 0% means no effect; nearly all actives have a fitted effect of over 60% in size
#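 Stable Rab9-luc Huh7, 1500 cells/well, 2 h settle; cmpd in DMSO, 24 h, 37 °C/5% CO2; luciferase reagent 10 min RT; luminescence.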
# BRCA1 expr act: increases BRCA1 expression; Potency, µM (highest dose often 46.1 µM), for the others: top-dose activation, actives largely listed as activators; AID 624202; MCF7-BRCA1-FFLuc reporter, luminescence, 48 h; response scale: scaled: vehicle 0%, 10 µM genistein 100%; 1.1% of 380,000 active; note: potency is the fitted concentration of half-maximal effect; nearly all actives have a fitted effect of over 80% in size; some results filed as inactive show a strong effect at the top dose
#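 Luminescence from a BRCA1-driven firefly luciferase in MCF7 cells was the read-out, taken 15 min after substrate addition following 48 h compound exposure at 37 °C. Data were normalized to a 10 microM genistein control and DMSO vehicle.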
# RORg inh: ROR gamma (mouse) transcription inhibition; P51450; Drosophila S2 Gal4-RORgamma UAS-luciferase reporter, 20 h; Potency, µM (doses to about 53.6 µM), for the others: at the top dose activity change, negative = inhibition, hits mostly inhibitors; 5.4% of 310,000 active; AID 2551; note: potency is the fitted concentration of half-maximal effect; % is set by controls: 0 for no effect and ±100 for the full control effect; nearly all actives have a fitted effect of over 60% in size
# Target sequence (P51450 whole entry, looked up, the tested form may be a part): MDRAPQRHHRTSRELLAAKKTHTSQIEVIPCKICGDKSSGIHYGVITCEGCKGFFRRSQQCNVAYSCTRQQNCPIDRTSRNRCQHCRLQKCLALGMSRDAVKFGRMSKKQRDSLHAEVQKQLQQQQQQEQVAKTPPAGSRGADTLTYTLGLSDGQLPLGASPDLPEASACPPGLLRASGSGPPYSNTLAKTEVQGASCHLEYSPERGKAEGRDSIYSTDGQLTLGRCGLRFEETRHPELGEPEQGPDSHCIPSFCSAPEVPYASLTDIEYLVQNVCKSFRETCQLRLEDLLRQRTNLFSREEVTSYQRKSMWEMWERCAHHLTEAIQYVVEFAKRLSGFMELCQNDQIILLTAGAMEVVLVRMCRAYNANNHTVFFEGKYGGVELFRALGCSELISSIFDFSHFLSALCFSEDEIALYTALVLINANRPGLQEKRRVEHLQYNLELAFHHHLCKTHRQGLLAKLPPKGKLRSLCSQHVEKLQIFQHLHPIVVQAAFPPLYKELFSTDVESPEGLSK
#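 In this cell-based reporter format, copper sulfate (700 uM final) drives Gal4–ROR gamma fusion expression from a metallothionein promoter in Drosophila Schneider cells; compounds preincubated 1 hr, reporter read after 20 hr at ambient temperature.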
# PKM2 activator: increases activity of human pyruvate kinase M2 | Potency, µM (titrated, usually from 57.5 µM), inactives show at the top dose activation, usual class: activators | AID 1631 | purified PKM2, Kinase-Glo ATP luminescence, activation; response scale: 0% is enzyme alone, no compound | P14618 | 0.34% of 260,000 active; note: potency is the fitted concentration of half-maximal effect; % is set by controls: 0 for no effect and ±100 for the full control effect; nearly all actives have a fitted effect of over 55% in size
#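 Purified hPK-M2 (>95% pure) converted ADP (0.1 mM final) to ATP with 0.5 mM PEP in 50 mM imidazole pH7.2, KCl, MgCl2, Tween 20, BSA; 1 h at room temperature. ATP detected by Kinase-Glo luminescence.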
# Giardia killer: Giardia lamblia killing; Giardia lamblia trophozoite viability; 0.15% of 340,000 active; AID 540267; activity change, % at 7.66 µM, hits read low; in the data active = activity change below about -80%; inconclusive = between about -30% and that limit;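 note: parasites exposed to compound for two days anaerobically before the ATP read; % is set by controls: 0 for no effect and ±100 for the full control effect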
#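 Trophozoite viability was measured as ATP-dependent luminescence, read 15-30 min after reagent addition. Before that, parasites at 100 cells/well were exposed to compounds for 48 h, anaerobically, at 37 deg C.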
# NPC1 prom act: activators of NPC1 promoter; Potency, µM (titrated, usually from 9.22 µM), for inactives: top-dose activation, most hits filed as activators; AID 485313; Huh7 NPC1 promoter luciferase reporter, 24 h; 2.4% of 320,000 active;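 note: potency is the fitted concentration of half-maximal effect; % of control where 0% means no effect; nearly all actives have a fitted effect of over 60% in size; reporter is driven by a mutant NPC1 promoter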
#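 Readout is luciferase luminescence, reflecting NPC1 promoter activation in stably transfected Huh7 cells after 24 h compound exposure at 37 °C in reduced-serum medium with 10% FBS.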
# FLuc modulator: counter-screen for miR-21 project: firefly luciferase inhibitors or activators; P08659; purified FLuc, Km substrates, luminescence inhibition; Potency, µM (top dose mostly 57.5 µM), for inactives: at the highest dose activity change, negative = inhibition, most hits filed as inhibitors; 6.9% of 360,000 active;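 note: potency is the fitted concentration of half-maximal effect; plate controls were vehicle for no effect and reference inhibitor for full effect; nearly all actives have a fitted effect of over 55% in size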
# Target sequence (P08659 whole entry, looked up): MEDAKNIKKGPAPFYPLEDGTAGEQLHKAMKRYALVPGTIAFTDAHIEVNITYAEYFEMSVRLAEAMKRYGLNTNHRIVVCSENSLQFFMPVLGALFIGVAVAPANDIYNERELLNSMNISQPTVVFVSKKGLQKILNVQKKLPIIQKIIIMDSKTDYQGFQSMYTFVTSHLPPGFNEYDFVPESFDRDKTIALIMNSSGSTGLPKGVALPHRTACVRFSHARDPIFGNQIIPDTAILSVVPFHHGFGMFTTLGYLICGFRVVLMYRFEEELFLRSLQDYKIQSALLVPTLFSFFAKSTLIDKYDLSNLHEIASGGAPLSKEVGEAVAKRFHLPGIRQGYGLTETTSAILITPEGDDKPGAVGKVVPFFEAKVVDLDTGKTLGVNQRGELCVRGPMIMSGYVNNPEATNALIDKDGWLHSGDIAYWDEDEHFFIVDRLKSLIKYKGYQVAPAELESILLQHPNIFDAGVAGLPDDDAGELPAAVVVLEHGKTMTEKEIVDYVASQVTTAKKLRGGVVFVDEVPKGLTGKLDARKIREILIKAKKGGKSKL
#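 Purified P. pyralis luciferase (10nM final) with 10uM D-luciferin and 10uM ATP (Km levels) in 50mM Tris acetate pH 7.5, 10mM Mg acetate, 0.01% Tween-20, 0.05% BSA; qHTS 6-point titration, ~60 µM downward; luminescence read.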
# * = called active by the depositor; ? = inconclusive; . = not tested or not shown; [ ] = another dose, or the depositor's remark. Unless noted, calls come from the whole dose curve; as a rule, active = well fitted curve in the direction sought with a large enough effect; inconclusive = small, poorly fitted or top-dose-only effect, or another doubt; inactive = no such curve, though single readings can be large; an effect the other way counts as inactive or inconclusive.
SMILES,ELG1 genotox,p53 reactivation,Gal4-VP16 FLuc,Menin-MLL TR inh,Rab9 promoter act,BRCA1 expr act,RORg inh,PKM2 activator,Giardia killer,NPC1 prom act,FLuc modulator
COC(=O)C1=COC(C)C2CN3CCc4c([nH]c5cc(OC)c(OC)cc45)C3CC12 (configuration not stated),0.5%,-4.8%,-4.9%,.,-8.3%,-30.8%,2.4%,10.1%,0.7,-5.1%,5.2%
COc1ccc(-n2c(SCC(=O)Nc3cc(C)on3)nc3c([nH]c4ccccc43)c2=O)cc1,2.4%,-1.5%,-15.1%,-11.3%,0.4%,-19.1%,3.8%,9.6%,-28.5,-2.9%,-2.6%
COc1ccccc1CNC(=O)c1cn(C)c2ccc(S(=O)(=O)N3CCCCC3)cc2c1=O,-3.0%,2.5%,-2.6%,-16.8%,-4.0%,.,33.4%,3.4%,.,-4.7%,-0.7%
CN(C(=O)CSc1nc(N)cc(N)n1)C1CCS(=O)(=O)C1 (configuration not stated),5.2%,?,-6.6%,.,-3.2%,-0.2%,-7.2%,-7.7%,5.3,1.2%,1.8%
NC(=O)C1=C[C@@H](c2ccc(Br)cc2)C[C@@H](OCCCCO)O1,1.1%,-5.8%,2.2%,2.0%,-2.8%,13.7%,1.1%,2.1%,12.3,-0.9%,-3.6%
Cc1nnc(SCC(=O)N(C)c2c(N)n(Cc3ccccc3)c(=O)[nH]c2=O)n1Cc1ccccc1,-1.4%,9.9%,-3.7%,5.5%,0.8%,1.0%,-14.3%,-10.6%,1.1,-0.5%,-2.0%
Cc1ccc(NC(=O)N2CCCC2C(=O)NCC2CCCCC2)cc1 (configuration not stated),0.5%,6.1%,-7.9%,.,1.4%,-2.7%,8.2%,.,-10.2,-2.5%,1.7%
Nc1ccc(SC(F)(F)F)cc1C(=O)c1ccccc1,7.2%,13.3%,-19.3%,16.2%,-0.7%,-29.4%,17.9%,-1.3%,5.4,10.2%,2.4%
N#CCC(=O)N/N=C/c1cccc(Oc2ccccc2)c1,1.0%,-0.1%,-2.5%,4.9%,0.5%,-10.5%,17.9%,-4.6%,22.2,1.0%,-11.9%
O=C(O)CCC(=O)N1CCN(c2ncccc2C(F)(F)F)CC1,-2.6%,0.2%,1.0%,.,-0.9%,-11.5%,0.8%,-1.6%,-6.4,-2.2%,-0.5%
CC(NC(=O)c1cccs1)C1CCCO1 (configuration not stated),-0.2%,3.3%,-6.6%,5.8%,7.7%,1.3%,-26.5%,-3.3%,9.0,-1.2%,6.3%
COc1ccccc1NC(=O)Nc1nnc(C(C)C)s1,?,?,-10.1%,-0.3%,?,?,22.6%,2.9%,-6.1,?,16.9µM*
CCSc1ncnc2c1sc1nc3c(cc12)COC(C)(C)C3,?,40.0%,28.1%,17.2%,2.82µM*,49.1%,92.2%,8.2%,11.4,3.55µM*,2.69µM*
COc1ccccc1NC(=O)COc1cc(C)nc(C(C)C)n1,1.5%,1.9%,0.0%,2.6%,-2.6%,4.7%,0.6%,6.1%,3.9,-3.7%,-1.8%
O=C(NC1CC1)c1ccc(NS(=O)(=O)c2ccc(F)cc2)cc1,1.1%,-6.9%,.,.,-1.7%,-2.6%,.,.,10.8,-5.9%,-2.0%
Cc1cc(NC(=O)CCC(=O)N(c2ccccc2F)C(C(=O)NC2CCCC2)c2ccccc2)no1 (configuration not stated),-8.5%,-1.6%,9.6%,-22.2%,-0.5%,-14.3%,0.9%,-2.0%,1.2,-3.4%,3.8%
Cc1ccnc2nc(C(=O)Nc3ccc4c(c3)OCO4)nn12,2.59µM*,?,?,3.8%,1.58µM*,-11.5%,?,-48.9%,-6.0,1.78µM*,10.7µM*
O=C(Nc1ccc(F)cc1Cl)C1CCN(C(=O)Nc2ccccc2)CC1,3.8%,-13.0%,-6.0%,.,3.7%,22.6%,-13.0%,-2.2%,-10.2,-4.8%,1.6%
CCOc1cc(/C=N/NC(=O)CN2CCOCC2)ccc1OCc1ccccc1,-1.4%,-0.7%,-8.5%,0.5%,-1.9%,2.6%,29.6%,-7.6%,-2.2,-6.9%,1.0%
CCCCCn1c(=O)[nH]c2cc(C(=O)NCc3ccco3)ccc2c1=O,15.4%,-1.2%,19.3%,?,11.1%,59.5%,?,-1.9%,-15.4,-0.7%,1.8%
O=C(NCCN1CCOCC1)c1cc2cc([N+](=O)[O-])ccc2s1,0.0%,9.8%,-9.3%[10 µM],9.3%,-4.9%,8.5%,8.3%,-0.9%,-4.6,-4.3%,-0.4%
COc1cc(CNCc2ccccc2Cl)ccc1OCC(=O)NC1CCCCC1,14.9%,-0.8%,-6.8%,.,-1.1%,-13.9%,-1.9%,7.9%,-17.0,2.6%,0.4%
Cc1onc(-c2c(Cl)cccc2Cl)c1C(=O)N=C(N)N1CCOCC1,-3.9%,-4.4%,6.8%,.,-5.8%,-8.1%,41.2%,-0.2%,-16.4,-6.0%,-2.6%
COC(=O)C(NC(=O)C(C)NC(=O)OCc1ccccc1)C(C)C (configuration not stated),-0.4%,5.5%,3.6%,.,-3.5%,-19.4%,0.5%,7.4%,-4.5,-3.3%,-0.9%
Cc1onc(-c2ccccc2)c1C(=O)Nc1ccc(S(=O)(=O)Nc2nccs2)cc1,0.8%,-3.1%,-5.5%,.,-3.2%,10.7%,5.7%,29.9%,1.0,-1.0%,-0.6%

# In the list so far, two contain a CF3 group:
SMILES,ELG1 genotox,p53 reactivation,Gal4-VP16 FLuc,Menin-MLL TR inh,Rab9 promoter act,BRCA1 expr act,RORg inh,PKM2 activator,Giardia killer,NPC1 prom act,FLuc modulator
Nc1ccc(SC(F)(F)F)cc1C(=O)c1ccccc1,7.2%,13.3%,-19.3%,16.2%,-0.7%,-29.4%,17.9%,-1.3%,5.4,10.2%,2.4%
O=C(O)CCC(=O)N1CCN(c2ncccc2C(F)(F)F)CC1,-2.6%,0.2%,1.0%,.,-0.9%,-11.5%,0.8%,-1.6%,-6.4,-2.2%,-0.5%

# Continued:
SMILES,ELG1 genotox,p53 reactivation,Gal4-VP16 FLuc,Menin-MLL TR inh,Rab9 promoter act,BRCA1 expr act,RORg inh,PKM2 activator,Giardia killer,NPC1 prom act,FLuc modulator
Cn1c(=O)c2c(nc(CN3CCN(c4ccc(F)cc4)CC3)n2Cc2ccccc2F)n(C)c1=O,-1.7%,-8.1%,0.7%,-6.3%,-5.7%,-4.9%,-7.9%,1.4%,7.8,-0.5%,-0.8%
CCOC(=O)N1CCN(S(=O)(=O)c2ccc(OCC(=O)OC)cc2)CC1,1.1%,-1.7%,-0.2%,16.8%,-1.7%,0.5%,-1.2%,21.9%,12.9,-3.8%,-1.4%
CC(/C=N/NC(=O)c1cccc([N+](=O)[O-])c1)=C\c1ccccc1,8.9%,-0.5%,-10.8%,4.8%,21.1%,9.3%,-25.6%,0.9%,10.2,?,-13.5%
COc1ccc(-n2c(SCC(=O)Nc3sc4c(c3C#N)CCCC4)nnc2-c2ccccc2OC)cc1,-1.9%,1.4%,14.3%,-17.3%,-3.5%,-46.7%,17.7%,-3.9%,-0.3,1.0%,0.4%
COc1ccc(CNc2oc(-c3ccccc3)nc2C#N)cc1,?,?,9.3%,24.0%,13.1%,?,?,-2.2%,?,9.8%,?
Cc1ccc(C(=O)C(OC(=O)CCC(=O)Nc2cccc(C)c2)c2ccccc2)cc1 (configuration not stated),-2.1%,6.6%,-6.2%,-20.9%,-0.5%,-0.5%,-6.1%,-4.4%,-3.8,2.3%,-5.0%
Cc1ccc(/C=C2\SC(=S)N(C(Cc3ccccc3)C(=O)O)C2=O)cc1 (configuration not stated),-3.1%,-7.9%,-8.1%,15.7%,1.2%,-20.0%,2.5%,-1.7%,5.0,3.7%,2.6%
Nc1nnc(SCC(=O)OCC(=O)c2ccccc2Br)s1,0.0%,-2.5%,5.1%,-14.5%,-1.7%,-4.9%,3.3%,13.2%,5.1,-0.4%,-13.9%
CCS(=O)(=O)N1CCN(S(=O)(=O)c2ccc3c(c2)OCCO3)CC1,-8.3%,-5.0%,-10.7%,-17.4%,-4.9%,-8.0%,-41.4%,3.55µM*,-8.3,-0.9%,2.2%
Cc1ccc(SC(C)C(=O)Nc2cccnc2)cc1 (configuration not stated),-2.5%,5.5%,-11.5%,29.5%,-0.9%,0.8%,9.2%,6.7%,9.6,-0.7%,0.0%
COc1cc(NC(=O)c2cccc(COCC(F)(F)C(F)F)c2)cc(OC)c1OC,-4.7%,1.9%,1.5%,15.5%,-1.5%,-33.4%,?,5.2%,-7.1,-1.1%,-0.9%

# Screening results (PubChem BioAssay)

# A portion of the library; the hit share may differ from the screen's.
